Screening results from PubChem BioAssay.
EP2 antag: EP2 receptor (human) inhibition | inhibition, % at 25 µM | C6 glioma cells expressing human EP2, cAMP TR-FRET; cells stimulated with saturating PGE2 | hit rate 0.52% among 260,000;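 active = percent inhibition above 40 after rounding to a whole number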;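 also: rat C6 glioma host cells with rolipram phosphodiesterase inhibitor present; the protocol text gives 20 µM as final concentration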
Target sequence (P43116 whole entry, looked up): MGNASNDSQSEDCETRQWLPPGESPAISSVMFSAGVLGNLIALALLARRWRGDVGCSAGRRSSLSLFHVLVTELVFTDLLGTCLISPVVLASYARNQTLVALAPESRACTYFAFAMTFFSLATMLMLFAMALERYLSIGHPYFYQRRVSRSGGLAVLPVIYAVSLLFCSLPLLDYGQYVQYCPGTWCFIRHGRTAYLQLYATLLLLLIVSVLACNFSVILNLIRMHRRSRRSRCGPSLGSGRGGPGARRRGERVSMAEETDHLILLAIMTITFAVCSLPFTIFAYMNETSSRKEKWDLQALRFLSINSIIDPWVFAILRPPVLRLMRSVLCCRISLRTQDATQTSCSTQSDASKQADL
FXIa inh 1536: factor XIa (human) inhibition. purified FXIa, Boc-Glu-Ala-Arg-AMC fluorogenic substrate. inhibition, % at 5 µM. hit rate 0.14% among 220,000. P03951;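 active = inhibition of at least 40%; inactive = inhibition below 40%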;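 also: fluorescence of freed AMC excited at 355 nm; 0% = enzyme without compound and 100% = no enzyme blank; many of its hits are not listed in these tables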
CHOP inhibitor: CHOP inhibition in unfolded protein response; CHO-K1 CHOP-promoter luciferase, tunicamycin-induced, 15-18 h; inhibition, % at 10 µM; hit rate 3.8% among 220,000;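 active = compounds that reduced the stress-induced luciferase reporter signal by more than about 70% of percent inhibition, limit read from the data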;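 also: 0% = tunicamycin plus vehicle and 100% = wells without tunicamycin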
zVAD death inh: L929 zVAD cell death inhibition | L929 zVAD necroptosis rescue, ATP luminescence, 24 h; with zVAD 60 µM | viability rescue, % at 10 µM | hit rate 0.38% among 220,000 | AID 1377;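 active = activation, scaled between plate controls, above about 75%, limit read from the data; inactive = activation under that limit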;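 also: 0% = zVAD with DMSO and 100% = DMSO alone without zVAD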
FXIIa inh: factor XIIa (human) inhibition. P00748. purified FXIIa, Boc-QGR-AMC fluorogenic substrate, 2 h. inhibition, % at 5 µM. hit rate 0.3% among 220,000. AID 800; in the data active = inhibition above about 40%;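 also: 0% = enzyme with no compound and 100% = blank without enzyme; many of its hits are not listed in these tables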
Target sequence (P00748 20-372 limits assumed): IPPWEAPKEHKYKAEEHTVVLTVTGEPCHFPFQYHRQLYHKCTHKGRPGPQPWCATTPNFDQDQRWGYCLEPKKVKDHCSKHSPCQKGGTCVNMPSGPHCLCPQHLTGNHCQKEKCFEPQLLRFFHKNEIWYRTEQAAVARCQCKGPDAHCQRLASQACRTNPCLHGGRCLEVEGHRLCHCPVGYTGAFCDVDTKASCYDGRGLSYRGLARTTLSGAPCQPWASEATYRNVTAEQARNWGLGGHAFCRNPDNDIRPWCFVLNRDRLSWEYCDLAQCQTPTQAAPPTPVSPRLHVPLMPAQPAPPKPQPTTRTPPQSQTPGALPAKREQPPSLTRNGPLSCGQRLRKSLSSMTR
Target sequence (P00748 373-615 limits assumed): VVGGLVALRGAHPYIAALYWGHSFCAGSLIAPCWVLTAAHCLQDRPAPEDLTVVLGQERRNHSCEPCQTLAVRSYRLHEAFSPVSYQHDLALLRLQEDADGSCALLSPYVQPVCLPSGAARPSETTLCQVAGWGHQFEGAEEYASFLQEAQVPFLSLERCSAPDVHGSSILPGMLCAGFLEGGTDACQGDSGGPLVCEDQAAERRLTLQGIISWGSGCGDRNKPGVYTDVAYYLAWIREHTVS
TNF death inh: inhibitors of TNF-alpha induced necroptosis in Jurkat FADD-/- cells | Jurkat FADD-/- TNF necroptosis rescue, ATP luminescence, 24 h; 0 = TNF only, 100 = no-TNF cells | activation (protection from cell death), % at 10 µM | hit rate 0.068% among 220,000;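 active = activation, meaning protection from cell death, of at least 50% relative to plate controls; inactive = activation below 50%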;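 also: necroptosis triggered by 40 ng/mL TNF-alpha added together with compound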
TbHK1 inh: blocks Trypanosoma brucei hexokinase 1 activity; inhibition, % at 10 µM; hit rate 0.11% among 220,000; AID 1430; recombinant TbHK1, G6PDH-coupled NADH A340;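 active = inhibition of 50% or more in the single-dose primary screen; inactive = inhibition below 50%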
PPC-1+TRAIL kill: compounds killing PPC-1 cancer cells with TRAIL present (potentiator screen, no TRAIL-free arm); PPC-1 cells + TRAIL, ATPLite viability luminescence; cell killing (% activity), % at 4 µM; hit rate 0.41% among 220,000; AID 1443;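 active = cell killing above 50% in the first pass at 4 µM, then a duplicate retest at 5 µM averaging 50% or more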;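 also: plate controls were cells with TRAIL plus DMSO for no effect and medium-only wells lacking cells for full effect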
Wee1 degr inh: inhibitors of human Wee1 degradation; P30291; HeLa Luc-Wee1K328M stability, luciferase luminescence; 100% = proteasome inhibitor MG132 effect; reporter increase, % at 5 µM; hit rate 1.2% among 220,000; AID 1321;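 active = activation above the mean of all tested compounds plus 3 SD, set per screening run, cut at about 8.8% in these data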;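 also: cells exposed to compound for 20 h before luminescence read; 0% = DMSO alone and 100% = MG132 at 30 µM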
* = called active by the depositor; / = no result given.

structure	TNF death inh	TbHK1 inh	zVAD death inh	EP2 antag	FXIa inh 1536	CHOP inhibitor	Wee1 degr inh	PPC-1+TRAIL kill	FXIIa inh
Cc1cc(C)cc(NC(=O)CSc2nnc(-c3ccccc3C)o2)c1	-0.8	3	0.5	9	6	-8	-1	22	-5
CC(C)c1ccc(-n2c(-c3ccccc3)c[n+]3c2CCc2ccccc2-3)cc1	-16	16	3.0	14	5	65	-3	48	16
Cc1cc(Cl)ccc1OCCCC(=O)NCCCn1ccnc1	-0.2	-2	-0.6	3	-1	12	-3	4	10
CC(NC(=O)COC(=O)Cc1ccc(-c2ccccc2)cc1)c1ccccc1 (stereo not given)	1.0	3	0.4	9	15	-26	-2	15	17
c1ccc(OCCSc2nc3ccccc3o2)cc1	-0.7	9	0.5	4	-6	40	4	22	1
C=CCOc1cccc(NC(=O)c2ccccc2SC)c1	-0.6	3	-0.6	5	30	7	3	0	28
O=C(CSc1nc2cc(Cl)ccc2o1)N1CCOCC1	-0.9	2	-0.3	6	1	31	-3	9	5
COc1cc(/C=C(\NC(C)=O)C(=O)Nc2ccccc2C)ccc1OC(C)=O	-0.6	-1	0.9	9	-4	5	0	34	3
COc1ccccc1OCC(=O)N/N=C1/C=C(C)CC1	0.1	6	0.6	2	0	-12	-4	6	6
COC(=O)CC(c1ccc(C#N)cc1)n1c(C)ccc1C (stereo not given)	0.4	-10	-1.0	1	-6	15	1	18	10
CCCOc1ccc(C2CC(=O)NC2=O)cc1 (stereo not given)	0.3	-1	7.6	11	0	4	-2	7	5
COc1ccc(NC(=O)c2ccc3c(=O)n(Cc4ccco4)c(=S)[nH]c3c2)c(OC)c1	-6.2	-10	0.2	17	10	-2	4	-20	22
COc1cccc(C(=O)Nc2ccc(-n3nncc3C(C)(C)C)cc2)c1	1.6	4	5.5	6	2	5	-4	2	9
c1cnc(Oc2ccc(-c3nnco3)cc2)cn1	-1.0	3	0.4	9	7	-4	-2	9	24
O=c1[nH]c2ccccc2s1	0.0	1	2.8	12	21	3	-2	2	30
C=CCn1c(-c2cccc([N+](=O)[O-])c2)n[nH]c1=S	0.0	-1	13	5	-2	-5	0	5	9
CCc1c(C)sc(NC(=O)c2ccco2)c1C(=O)N1CCOCC1	-2.2	-6	-0.5	9	-2	10	1	7	-4
CCC(CC)=NNc1ccc([N+](=O)[O-])cc1[N+](=O)[O-]	-0.5	-5	0.9	3	12	16	-3	24	5
CN=c1oc2ccc(Cl)cc2cc1C(N)=O	-0.4	-7	2.4	9	4	28	-3	12	6
COc1ccc(OCCOc2ccc(C)nc2[N+](=O)[O-])cc1	1.4	-6	1.1	10	6	3	5	20	13
COc1ccc2[nH]cc(C3N4CC5(C)CN3CC(C)(C4)C5=O)c2c1 (stereo not given)	0.3	3	-1.0	6	3	11	4	8	4
Oc1ccccc1C=NCCN=Cc1ccccc1O	-3.9	-18	0.3	10	-6	30	-1	9	0
C/C(N)=C(/C#N)C(=O)CSc1nnc(COc2cc(C)ccc2C)o1	0.0	-3	0.3	8	1	19	6	14	17
COC(=O)c1cccc(NC(=O)CSc2nc3cccnc3n2C)c1	-6.7	0	0.1	11	4	33	0	9	12
Cc1ccc(F)c(NC(=O)c2ccc(Cn3cc(Cl)cn3)cc2)c1	0.7	-1	13	13	-5	6	12*	15	/
COc1cccc(CNC(=O)C2CCN(S(=O)(=O)N3CCCC3)CC2)c1	1.1	-4	2.8	8	-8	13	-1	4	-4
CCCOc1ccc(N2CC(C(=O)Nc3ccc4c(c3)OCO4)CC2=O)cc1 (stereo not given)	-1.8	1	-0.1	5	12	7	0	/	13
Cn1nnnc1SCC(=O)Nc1cc(C(C)(C)C)nn1-c1ccccc1	1.0	-1	0.5	9	5	-7	0	11	9
Cc1ccc(-c2nnn(CC(=O)N(c3ccccc3)C(C(=O)NC(C)(C)C)c3cccs3)n2)o1 (stereo not given)	-2.1	-7	-0.2	7	1	36	0	16	12
CC(c1nnc(SCC(=O)c2c(N)n(C)c(=O)n(C)c2=O)n1-c1ccc(Cl)cc1)N(C)C (stereo not given)	-0.5	-1	1.7	13	21	-1	1	6	16

Random excerpt: five records from the list, in no set order.
structure	TNF death inh	TbHK1 inh	zVAD death inh	EP2 antag	FXIa inh 1536	CHOP inhibitor	Wee1 degr inh	PPC-1+TRAIL kill	FXIIa inh
CN=c1oc2ccc(Cl)cc2cc1C(N)=O	-0.4	-7	2.4	9	4	28	-3	12	6
Cc1cc(C)cc(NC(=O)CSc2nnc(-c3ccccc3C)o2)c1	-0.8	3	0.5	9	6	-8	-1	22	-5
COc1ccc(NC(=O)c2ccc3c(=O)n(Cc4ccco4)c(=S)[nH]c3c2)c(OC)c1	-6.2	-10	0.2	17	10	-2	4	-20	22
COc1cc(/C=C(\NC(C)=O)C(=O)Nc2ccccc2C)ccc1OC(C)=O	-0.6	-1	0.9	9	-4	5	0	34	3
Cc1ccc(-c2nnn(CC(=O)N(c3ccccc3)C(C(=O)NC(C)(C)C)c3cccs3)n2)o1 (stereo not given)	-2.1	-7	-0.2	7	1	36	0	16	12

(list continues)
structure	TNF death inh	TbHK1 inh	zVAD death inh	EP2 antag	FXIa inh 1536	CHOP inhibitor	Wee1 degr inh	PPC-1+TRAIL kill	FXIIa inh
COc1cc(/C=N\NC(=O)Cn2nnc3ccccc32)cc(OC)c1OC	-2.1	-9	0.2	11	-3	31	0	10	7
CN(C)c1nc(N)c2ncc(=S)[nH]c2n1	-0.4	-11	-0.2	12	-2	-3	-1	-24	/
COc1cc(C2NC(=O)NC(C)=C2[N+](=O)[O-])cc(OC)c1OC (stereo not given)	3.2	-45	0.8	4	0	0	0	9	8
CC(O)CC(C(=O)NNc1ccccc1)C(=O)NNc1ccccc1 (stereo not given)	-0.9	1	-0.1	8	0	35	6	-7	/
COc1ccc(C2CC(c3ccccc3)=NN2c2ccc(S(N)(=O)=O)cc2)cc1OC (stereo not given)	-1.2	-18	0.4	5	-28	13	3	1	-25
Cc1sc(NC(=O)C2CCCO2)c(C#N)c1C (stereo not given)	1.2	-1	0.6	12	-6	13	-1	10	0
C/C=C/Cn1c(N2CCCCCC2)nc2c1c(=O)[nH]c(=O)n2C	-2.4	6	0.2	/	-8	31	1	-8	16
CCc1ccc2oc(-c3cccc(NC(=O)c4cccnc4)c3)nc2c1	-8.4	18	8.5	27	1	63	6	16	15
O=C(CSc1nc2sc3c(c2c(=O)[nH]1)CCC3)NCCO	-0.1	-22	0.2	2	-8	5	0	17	3
CCN(CC)S(=O)(=O)c1ccc(C)c(NC(=S)NNC(=O)C2CC2)c1	0.9	30	0.6	4	7	-21	-3	13	7
COc1ccc(-n2cnnc2SCC(=O)N2CCN(c3ccccc3)CC2)cc1	-0.2	-2	-0.6	20	7	-10	1	-2	17
COc1cccc(C2(c3cccc(OC)c3)CC2C(=O)Nc2cccc3ccccc23)c1 (stereo not given)	0.2	-3	0.0	7	16	63	1	13	4
COc1ccccc1NS(=O)(=O)c1ccc(O)c(NC(=S)NCC2CCCO2)c1 (stereo not given)	-0.1	-11	0.0	7	4	-8	-2	12	5
COc1ccc(NC(=O)ON=C2c3ccccc3-c3ccccc32)cc1	-6.5	0	2.6	21	4	44	2	-2	9
Cc1c(Cl)cccc1NC(=S)Nc1ccccn1	0.6	4	0.3	5	-6	-14	-2	6	4
Cc1cc(NC(=O)CSCc2ccc([N+](=O)[O-])cc2)no1	1.2	-9	1.4	11	16	13	1	14	0
O=C(NCc1cccs1)c1ccc(S(=O)(=O)N2CCOCC2)cc1	0.3	-3	1.9	4	-1	-12	3	-9	5
CCCc1[nH]n(-c2ccc([N+](=O)[O-])cc2)c(=O)c1C(C)=NCc1ccncc1	1.2	-41	-0.6	11	1	7	1	0	11
O=c1cc(CN2CCCCC2)nc(C2CC2)[nH]1	-0.1	-5	1.3	0	-4	17	-2	16	1
CC(Cc1c[nH]c2ccccc12)C(=O)O (stereo not given)	0.0	2	2.3	11	-2	18	3	22	8
N#C/C(=C\c1ccc(-c2ccccc2)o1)C(=O)Nn1cnnc1	-1.2	-18	0.4	7	1	8	-1	7	3
COc1cccc(CNC(=O)C2CCN(S(=O)(=O)N3CCCCC3)CC2)c1	0.7	24	0.2	5	5	1	0	14	20
CC(C)CC(=O)Nc1cc2nn(-c3ccccc3)nc2cc1Cl	0.3	-5	0.6	7	-10	85*	1	1	8
O=c1c2ccccc2nc(SCc2cc(F)ccc2F)n1C1CCCC1	0.1	6	1.6	4	3	30	-3	4	8
Cc1nc2nc(C)c(CCC(=O)NC(C)c3ccc4c(c3)OCCO4)c(C)n2n1 (stereo not given)	-5.2	-4	-0.5	13	-6	-3	-2	6	-1
CC(C)=CCN1CCN(Cc2cccn2-c2ncccn2)CC1CCO (stereo not given)	0.4	0	-0.4	4	11	16	3	32	11
CC1CCC2(CC1)OCC1(CCC3(COC4(CCC(C)CC4)OC3)C1=O)CO2 (stereo not given)	1.1	5	2.7	4	-2	17	-4	-3	-1
COc1ccc2[nH]c(=O)c(CN(CCO)S(=O)(=O)c3ccc4c(c3)OCCO4)cc2c1	1.1	-8	1.8	/	-7	-8	4	20	5
O=C(/C=C/c1ccccc1)N1CCN(CCN2C(=O)c3cccc4cccc(c34)C2=O)CC1	4.8	-8	0.7	8	9	-6	9.8*	14	9
C1CC2CN(c3nc4nonc4nc3N3CCSCC3)CCN2C1 (stereo not given)	0.9	-31	-0.9	1	2	12	-2	-5	5

Later entries:
structure	TNF death inh	TbHK1 inh	zVAD death inh	EP2 antag	FXIa inh 1536	CHOP inhibitor	Wee1 degr inh	PPC-1+TRAIL kill	FXIIa inh
CCOc1ccc(NC(=O)CCC(=O)NNC(=O)COc2ccc(C)cc2)cc1	0.5	-3	0.2	4	-6	5	-2	27	3
COc1cc(NC(=O)Cc2ccccc2OC)cc(OC)c1	0.4	-2	-0.5	9	4	21	3	28	10
CC(C)Sc1ccc(C(=O)Nc2ccc(F)cc2F)cn1	1.0	1	19	6	-3	-8	4	16	/
Cc1nccc(-c2cccc(NC(=O)c3ccccc3Cl)c2)n1	-0.3	-1	0.3	7	-4	11	0	-1	10
Cc1[nH]c(=O)[nH]c(=O)c1NC(=O)c1ccc(OC(C)C)cc1	-0.7	3	1.4	8	0	17	-4	-2	4
O=[N+]([O-])c1cccc(/C=C2\CCC(/C=N/Nc3ccc4ccccc4n3)=C2N2CCOCC2)c1	-0.4	-21	0.4	5	17	2	-1	7	11
O=C(Cn1c2c(c(-c3ccccc3Cl)cc1=O)CCC2)NCC1CCCO1 (stereo not given)	1.3	-6	0.1	7	3	14	2	3	7
Nc1ccc(C(=O)OCc2nc3ccccc3s2)cc1	0.2	-1	1.2	3	-6	22	3	9	-2
O=C1N/C(=N\N=C\c2ccco2)SC1Cc1ccccc1[N+](=O)[O-] (stereo not given)	-5.1	-27	-0.2	5	5	-5	0	-18	14
COc1ccccc1NC(=S)N(Cc1ccco1)Cc1cc2cccc(C)c2[nH]c1=O	2.6	28	0.0	7	6	-15	0	13	12
c1ccc(-c2cn3cccnc3n2)cc1	-2.2	-24	-0.1	9	-18	-31	-1	14	-18
CCNC(=O)C1(c2ccccc2)CCCC1	2.5	2	1.1	2	-10	-5	2	20	1
CCCC(=O)NC(=S)Nc1ccc(Cl)cn1	3.0	1	-1.1	19	1	28	5	1	17
COC(=O)c1ccc(Cl)c(NC(=O)CN(c2ccc(OC)c(OC)c2)S(C)(=O)=O)c1	1.6	36	-0.1	5	2	-24	-1	31	12
Cc1occc1C(=O)OCC(=O)Nc1ccc(F)cc1	7.3	40	0.4	12	2	18	3	4	10

This is a subset; count on the stated rates, not on these rows.
